NPYLR7 ag: activates Aedes aegypti NPYLR7 receptor; HEK293T NPYLR7/Galpha15, GCaMP6s calcium fluorescence; activation, % at 10 µM; hit rate 0.15% among 270,000; in the data active = activation above about 40%;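 also: 0% = vehicle and 100% = reference agonist at the receptor; some compounds past the cut are filed as inactive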
hcGAS inh: inhibitors of human cGAS. AID 1259398. hit rate 0.081% among 290,000. Q8N884. recombinant h-cGAS, ATP depletion, Kinase-Glo luminescence. inhibition, % at 12.5 µM;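 also: 0% = vehicle reaction and 100% = reaction without DNA for no activity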
Target sequence (Q8N884 whole entry, looked up): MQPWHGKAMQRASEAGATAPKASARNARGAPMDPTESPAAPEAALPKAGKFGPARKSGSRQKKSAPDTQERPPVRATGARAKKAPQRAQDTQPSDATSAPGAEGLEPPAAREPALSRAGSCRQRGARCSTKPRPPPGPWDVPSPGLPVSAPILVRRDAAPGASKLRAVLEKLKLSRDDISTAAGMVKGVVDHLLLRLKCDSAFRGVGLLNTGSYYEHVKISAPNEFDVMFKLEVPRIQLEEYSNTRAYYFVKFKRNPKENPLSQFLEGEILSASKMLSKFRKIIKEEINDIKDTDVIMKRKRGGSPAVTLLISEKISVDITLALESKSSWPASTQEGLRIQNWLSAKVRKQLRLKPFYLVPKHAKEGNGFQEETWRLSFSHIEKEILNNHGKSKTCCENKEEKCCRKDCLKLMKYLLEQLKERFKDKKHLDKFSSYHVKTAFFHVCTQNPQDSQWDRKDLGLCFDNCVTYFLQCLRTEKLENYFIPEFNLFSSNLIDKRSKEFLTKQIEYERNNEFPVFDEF
mcGAS lum: blocks mouse cGAS activity; recombinant cGAS, Kinase-Glo ATP depletion luminescence; inhibition, % at 12.5 µM; AID 1259399; hit rate 0.15% among 160,000;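 also: 0% = negative control wells and 100% = reference inhibitor with no enzyme activity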
The depositor's hits bear a star; · = not tested or not shown; & = joins results of further samples. Rule as the data show it, unless noted: active = inhibition above about 40%; inactive = the rest. Random draw from the library; 0.27% or so of the library scored in one or more.

Compound	NPYLR7 ag	hcGAS inh	mcGAS lum
COc1ccccc1CN(C(=O)c1c(O)cc(F)cc1F)C1CC1	4	-18	·
Oc1oc(-c2ccc(Br)cc2)nc1C=Nc1cccc2ccccc12	-5	-2	·
O=C(c1ccccc1OCc1ccccc1)N1C[C@H]2C[C@H](O)[C@@H](O)C[C@H]2C1	·	-9	-13
Cc1c(-c2ccccc2)n[nH]c1C(=O)O	-2	-5	-6
CN(Cc1cn[nH]c1-c1ccc(F)cc1)S(=O)(=O)NCc1ccccc1	-1	-10	·
O=C(Cn1cnc([N+](=O)[O-])n1)N/N=C\c1ccccc1O	-7	-8	-5
CCCCCCSc1nnc2c(n1)OC(C)(C)Nc1ccccc1-2	4	-8	-5
Cc1ccc(C2c3ccccc3CCN2C(=O)c2c(-c3ccccc3)noc2C)cc1 (centres undefined)	-1	-8	-8
CN(CC1CCCN1C)c1nccc(C2CCCC2)n1 (centres undefined)	17	-6	·
CCCS(=O)(=O)N(C)Cc1noc(CC)n1	-3	-19	·
Cc1cccc(OCC(=O)NCC(=O)N=Nc2c(O)n(Cc3ccccc3)c3ccccc23)c1	0	-1	-4
Cc1ccc(Nc2nc(N(C)C)nc3nccnc23)c(C)c1	11	-3	·
Cc1ccc(Cc2nsc(N3CCN(C(=O)CC(C)C)C(C)C3)n2)cc1 (centres undefined)	-4	-5	-6
CCCc1nc(Cn2ccc(C)cc2=O)cs1	-11	4	·
COC(=O)Cc1cc(C2CCN(C(=O)c3cccnc3SC)CC2)n[nH]1	-4	-2	-10
COc1cc(F)ccc1-c1ccc(NC2CC2)nn1	13	-5	·
COc1cc(=O)n(-c2ccc(C)cc2)nc1C(=O)N1CCN(c2ccccc2F)CC1	7	-4	-8
CCOC(=O)CCCC(=O)N1CCN(c2cc(S(=O)(=O)N3CCc4cc(OC)c(OC)cc4C3)ccc2OC)CC1	19	-2	-9
COc1ccc(/C=C/CN2CCC(C(=O)NC(c3ccc(-c4ccccc4)cc3)c3cnccn3)CC2)cc1 (centres undefined)	6	-6	-4
COCCn1c(C)cnc1CCNC(=O)NCC(C)C	·	-12	-5
CS(=O)(=O)/C(C#N)=C/c1cnc2ccc(Br)cn12	1	88*	-7
CCCCSc1nc2c([nH]c3ccccc32)c(=O)n1C	1	-6	-6
Cn1cnnc1SCC(=O)Nc1c(F)c(F)cc(F)c1F	-3	-12	-5
CCN(CC)Cc1c(O)ccc2occ(C(=O)c3cccs3)c12	3	0	-3
O=c1oc2ccc(Cl)cc2cc1-c1csc(Nc2cc(C(F)(F)F)ccc2Cl)n1	-5	-10	-6
Cc1ccc2nc(C)n(C3CCN(C(=O)C(C)CC(F)(F)F)CC3)c2c1 (centres undefined)	3	-4	-6
CC(C)c1ccc(C2SCC(=O)N2c2ccc(O)cc2)cc1 (centres undefined)	-5	-7	·
Cc1nc([N+](=O)[O-])cn1CCC(=O)NCC12CC3CC(CC(C3)C1)C2	9	-12	·
COc1ccc(C)cc1NC(=O)c1cc2cc3c4c(c2oc1=N)CCCN4CCC3	21	3	·
O=C(NCC1=CCCN(CCC2CCCCC2)C1)c1ccccc1	2	1	·
Cc1cc(C(=O)NCc2ccccc2)c2ccccc2n1	4	-5	-5
Cc1c(C#N)c(NC(=O)CSc2ncn[nH]2)n(-c2ccc(F)cc2)c1C	6	-8	-4
COc1ccc(C(=O)Nc2ccc(-c3nc4cc(C)ccc4o3)c(O)c2)cc1Cl	-2	-4	-8
COc1ccc([N+](=O)[O-])cc1CN1CCCn2cccc2C1c1cccc(C(F)(F)F)c1 (centres undefined)	24	-7	-6
O=C(CNC(=O)C1CC1)Nc1ccccc1NC(=O)c1ccc(Cl)cc1	11	-7	·
OCC1(CCCc2ccccc2)CCN(C2CCC2)CC1	3	-6	-3
c1coc(C2Sc3ccccc3N=C3c4ccccc4CCC32)c1 (centres undefined)	3	-7	·
C=CCn1nnnc1NCc1ccc(OCC)c(OCC)c1	2	-5	·
CCOc1ccccc1-n1nnc(C(=O)Nc2ccccc2C#N)c1C	-6	0	-1
OCCC1CN(Cc2nccs2)CCN1Cc1ccccc1F (centres undefined)	-4	-8	·
CC(C)Cc1nc(N2CCc3ccccc3C2)c2c3c(sc2n1)CC(C)CC3 (centres undefined)	-1	5	1
Cc1nc(CN2CCC(C(=O)NCCC3=CCCCC3)CC2)cs1	2	-3	·
CC1=C(C(=O)Nc2ccccc2C)C(c2ccc(Cl)cc2Cl)NC(=O)N1 (centres undefined)	6	-4	-5
COC(=O)c1ccc(Cn2nc(-c3ccccc3)c3sc(N4CCCC4)nc3c2=O)cc1	-4	-11	-8
Cc1nn(CC(=O)N2CCN(c3ccccc3)CC2)c(=O)c2c1cnn2C(C)(C)C	7	-5	·
COC(=O)CC1C(=O)NCCN1C(=O)c1cc2cc(C)ccc2nc1C (centres undefined)	-5	-5	·
CN(C)C(=O)c1cncc(-c2cc(O)cc(CCC3CCCCN3)c2)n1 (centres undefined)	2	-8	-16
C#CCN(Cc1ccco1)C(=O)c1cn(Cc2ccc(F)cc2)nn1	0	-5	-3
CC(NCCC(=O)Nc1cccnc1)c1ccccc1C(F)(F)F (centres undefined)	6	-4	·
CCCCCc1ccc(C(=O)Nc2ccc(N3CCC(Cc4ccccc4)CC3)c(C(=O)NCCN3CCOCC3)c2)cc1	-5	-10	-5
Cc1ccc(C(C)C)cc1S(=O)(=O)N1CCN(c2ccc(-n3nc(C)c(C)c3C)nn2)CC1	-6	-5	-9
CC1CCCC(OCc2cccc(NC(=O)c3cnn4cccnc34)c2)C1 (centres undefined)	2	-8	-17
CCOC(=O)c1c(NC(=O)Cc2ccc(OC)cc2)sc(C(=O)Nc2ccccc2OC)c1C	-4	1	·
CC1CN(c2ccc(Cl)cc2)c2nc3c(c(=O)n(CC(N)=O)c(=O)n3C)n2C1 (centres undefined)	-2	-6	·
NC(c1c(O)ccc2ccccc12)P(=O)(O)O (centres undefined)	6	-4	·
CC1CCN(Cc2ccc(C(=O)N3CCOC(C(F)(F)F)C3)o2)CC1 (centres undefined)	11	-8	·

18 entries from above, with two lines to a compound.
Values run as follows: NPYLR7 ag	hcGAS inh	mcGAS lum
COCCn1c(C)cnc1CCNC(=O)NCC(C)C
→ ·	-12	-5
CS(=O)(=O)/C(C#N)=C/c1cnc2ccc(Br)cn12
→ 1	88*	-7
CCCCSc1nc2c([nH]c3ccccc32)c(=O)n1C
→ 1	-6	-6
Cn1cnnc1SCC(=O)Nc1c(F)c(F)cc(F)c1F
→ -3	-12	-5
CCN(CC)Cc1c(O)ccc2occ(C(=O)c3cccs3)c12
→ 3	0	-3
O=c1oc2ccc(Cl)cc2cc1-c1csc(Nc2cc(C(F)(F)F)ccc2Cl)n1
→ -5	-10	-6
Cc1ccc2nc(C)n(C3CCN(C(=O)C(C)CC(F)(F)F)CC3)c2c1 (centres undefined)
→ 3	-4	-6
CC(C)c1ccc(C2SCC(=O)N2c2ccc(O)cc2)cc1 (centres undefined)
→ -5	-7	·
Cc1nc([N+](=O)[O-])cn1CCC(=O)NCC12CC3CC(CC(C3)C1)C2
→ 9	-12	·
COc1ccc(C)cc1NC(=O)c1cc2cc3c4c(c2oc1=N)CCCN4CCC3
→ 21	3	·
O=C(NCC1=CCCN(CCC2CCCCC2)C1)c1ccccc1
→ 2	1	·
Cc1cc(C(=O)NCc2ccccc2)c2ccccc2n1
→ 4	-5	-5
Cc1c(C#N)c(NC(=O)CSc2ncn[nH]2)n(-c2ccc(F)cc2)c1C
→ 6	-8	-4
COc1ccc(C(=O)Nc2ccc(-c3nc4cc(C)ccc4o3)c(O)c2)cc1Cl
→ -2	-4	-8
COc1ccc([N+](=O)[O-])cc1CN1CCCn2cccc2C1c1cccc(C(F)(F)F)c1 (centres undefined)
→ 24	-7	-6
O=C(CNC(=O)C1CC1)Nc1ccccc1NC(=O)c1ccc(Cl)cc1
→ 11	-7	·
OCC1(CCCc2ccccc2)CCN(C2CCC2)CC1
→ 3	-6	-3
c1coc(C2Sc3ccccc3N=C3c4ccccc4CCC32)c1 (centres undefined)
→ 3	-7	·

Going on with the list:
Compound	NPYLR7 ag	hcGAS inh	mcGAS lum
CCc1nc(NC(=O)C(c2ccccc2)N2CCCC2)sc1C (centres undefined)	1&-8	-5&-16	·
c1ccc(Cc2nnc3sc(-c4ccccn4)nn23)cc1	5	-2	·
O=C(c1cc(=O)c2ccccc2o1)N1CCN(Cc2nnnn2-c2ccc(F)cc2)CC1	-1	-5	-10
CCCCCCCn1c(=O)c2c(nc3n2CCN3c2ccccc2)n(C)c1=O	14	-4	·
CCOC(=O)C1(Cc2ccccc2F)CCCN(C(=O)c2cc[n+]([O-])cc2)C1 (centres undefined)	9	-10	·
O=C(O)C(Cc1ccccc1)N1C(=O)/C(=C/c2ccc([N+](=O)[O-])cc2)SC1=S (centres undefined)	6	2	54*
Cc1cc(C)cc(-c2nc3cc(C)ccn3c2NC(=O)C2CCCCC2)c1	-4	0	-1
COc1ccc(NC(=O)CN2CN(c3ccccc3)C3(CCN(C(=O)c4ccc5c(c4)OCO5)CC3)C2=O)cc1	7	-4	-4
O=C(NC1CCCCC1)N1CCn2cccc2C1c1ccccc1 (centres undefined)	10	-5	·
Cc1cn2c3c(=O)n(CCC(C)C)c(=O)n(C)c3nc2n1CCc1ccccc1	-1	-3	-6
CC(C)c1csc(C(=O)NC(C)c2cnn(C)c2)n1 (centres undefined)	4	-5	·
CN(C)c1ccc(N2C(=O)CSC2c2cccc(NC(=O)Cc3cccs3)c2)cc1 (centres undefined)	·	-4	-5
O=C(COC(=O)c1cc2c(s1)CCC2)NCCN1C(=O)CSC1=O	3	-6	·
COc1cccc(C2C(C(=O)c3ccc(C)o3)=C(O)C(=O)N2CCN2CCOCC2)c1OC (centres undefined)	1	-6	-7
Cn1ccc(NC(=O)C(C)(C)c2ccccc2)n1	4	-13	·
c1nc(N2CCCCCC2)c2c3c(sc2n1)CCCC3	-12	-1	-1
CC(COc1ccccc1)NCCS(=O)(=O)N(C)C (centres undefined)	·	-3	-9
Cc1ccc(CN(Cc2ccc(F)cc2)C(=O)CN(Cc2ccco2)S(=O)(=O)c2ccccc2)s1	10	-5	-4
O=C(CCC(=O)N1CCCC1C(F)(F)F)NC1CCCCCCC1 (centres undefined)	18	-9	·
CCC(CC)N1CC(CNC(=O)c2cccnc2)C2(CCOCC2)C1 (centres undefined)	·	1	1
CC(NC(=O)CCc1cnn(C)c1)C(O)c1c(F)cccc1Cl (centres undefined)	4	-4	·
Cc1ccc(N2C(=O)C3C4C=CC(O4)C3C2=O)cc1[N+](=O)[O-] (centres undefined)	2	0	3
CCOC(=O)c1cc(-c2ccc(N3CCN(C(=O)c4cc(F)cc(F)c4F)CC3)cc2)n(-c2ccccc2C)n1	·	-9	-6
Cc1cc(CN2CCN(CCC#N)CC2)c(O)c(C2(C)CCCCC2)c1	8	-1	-6
O=C1C2C=CC(S(=O)(=O)Nc3ccc(O)cc3)=CC2C(=O)C2C([N+](=O)[O-])=CC=C(Cl)C12 (centres undefined)	8	-21	·
COc1ccc(CNC(=O)c2sc(=O)n(Cc3c(C)noc3C)c2C)cc1	10	-5	·
O=C(O)C=Cc1cc(F)cc2c1OCOC2	-5	3	·
Cc1cc(N(C)/N=C\c2ccccc2O)nc(-c2ccccc2O)n1	-17	-1	·
CCN1CCN(C(=O)c2cnn(-c3cccc(F)c3)c2C(C)C)CC1	·	-8	-6
Cc1cc(N2C(=O)CSC2c2ccccn2)ccc1Br (centres undefined)	-2	-8	·
Cc1ccc(-n2ncc3c(-n4nc(C)cc4NC(=O)C(C)Oc4ccccc4)ncnc32)c(C)c1 (centres undefined)	16	-2	-6
C=CCN1C(=O)/C(=C\c2ccccc2OC)SC1=S	4	-3	·

Source: PubChem BioAssay (Fisher Drug Discovery Resource Center)
